NLRP3 yeast inh – inhibitors of NALP3 inflammasome in yeast; 330,000 compounds, 0.39% hits; Yeast reconstituted NLRP3/ASC/caspase-1, beta-gal luminescence, 24 h; inhibition, % at 10 µM; AID 2825;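 active = inhibition of 50% or more; inactive = inhibition below 50%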;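 also: plate controls were induced DMSO wells for no effect and uninduced yeast grown without galactose for full effect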
NR3A LBD binder – NR3A (human) ligand-binding domain modulation. NR3A LBD differential scanning fluorimetry, Tm shift; 0% = protein alone, 100% = glycine-bound protein. Tm shift relative to glycine control, % at 25 µM. 340,000 compounds, 2.5% hits;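 active = melting temperature shift of at least 10% of the positive control shift, at one fixed dose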
beta cell repl – MIN6 beta-cell proliferation induction. MIN6 cells proliferation, ATPlite luminescence, 48 h; cells starved in 0.2% serum; 100% = growth in 10% serum. proliferation, % at 10 µM. 330,000 compounds, 0.29% hits;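 active = compounds whose signal lies at least 3.5 SD above the mean of all wells on their plate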;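 also: 0% = DMSO-treated cells in low-serum medium and 100% = 10% serum control; some compounds called inactive have numbers as strong as hits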
MPTP block – blocks calcium-induced mitochondrial swelling | isolated mouse mitochondria, Ca2+ swelling absorbance, 30 min | inhibition, % at 10 µM | 360,000 compounds, 1.4% hits;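 active = inhibition of 50% or more, scaled per plate between neutral and stimulator controls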;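 also: 0% = DMSO wells given calcium and 100% = 1 mM EGTA wells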
tim23-1 inh – inhibits growth of tim23-1 mutant yeast; S. cerevisiae tim23-1 growth, BacTiter-Glo luminescence, 24 h; inhibition, % at 20 µM; 330,000 compounds, 1.3% hits;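 active = growth inhibition of the mutant yeast at or above 50%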;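 also: temperature-sensitive mutant grown at 25 °C; plate controls were DMSO-treated mutant yeast for no effect and medium wells lacking yeast for full effect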
APJ ag – APJ receptor agonism | activation, % at 20 µM | 330,000 compounds, 0.11% hits | CHO-K1 APJ PathHunter beta-arrestin, luminescence; 0% DMSO wells, 100% apelin;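 active = activation more than six SD over the plate average, tested at 20 µM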;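 also: 0% = DMSO alone and 100% = apelin-13 at 10 nM; some results filed as inactive read as strong as hits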
Target sequence (P35414 whole entry, looked up): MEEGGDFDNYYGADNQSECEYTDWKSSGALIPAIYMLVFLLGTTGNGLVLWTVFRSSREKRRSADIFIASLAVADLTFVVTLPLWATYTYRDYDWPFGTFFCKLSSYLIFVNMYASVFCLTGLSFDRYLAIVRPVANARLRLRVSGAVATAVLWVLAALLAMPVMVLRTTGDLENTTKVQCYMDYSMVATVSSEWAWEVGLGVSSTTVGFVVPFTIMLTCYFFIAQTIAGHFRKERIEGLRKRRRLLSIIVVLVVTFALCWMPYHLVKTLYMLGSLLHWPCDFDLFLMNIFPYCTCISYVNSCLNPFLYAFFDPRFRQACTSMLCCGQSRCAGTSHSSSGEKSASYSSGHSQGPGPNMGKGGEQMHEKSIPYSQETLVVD
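Material: CHO-K1 APJ beta-arrestin complementation cell line; Input: cell density 1000 per well; Incubation: compound stimulation 90 min at 25 °C, detection 60 min; Signal: luminescence from split beta-galactosidase complementation, Galacton Star/Emerald II substrate; Controls: DMSO-only wells as negative, 10 nM Apelin-13 as positive control.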
tim10-1 inh – growth inhibitors of tim10-1 mutant yeast; S. cerevisiae tim10-1 ts strain growth, BacTiter-Glo, 24 h; inhibition, % at 20 µM; 330,000 compounds, 2.2% hits; AID 463190;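 active = inhibition of at least 40%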;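 also: mutant grown at 25 °C; 0% = DMSO wells with yeast and 100% = wells holding no yeast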
TIM10 inh – TIM10 yeast growth inhibition; 330,000 compounds, 1.4% hits; inhibition, % at 10 µM; S. cerevisiae TIM10 strain growth, BacTiter-Glo luminescence, 24 h; AID 463195;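 active = inhibition of 40% or more at the single tested concentration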;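 also: wild-type TIM10 isogenic control strain grown at permissive 25 °C; 0% = DMSO yeast wells and 100% = minimal medium wells without yeast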
APJ antag – antagonists of human APJ apelin receptor. inhibition, % at 20 µM. P35414. CHO-K1 APJ beta-arrestin complementation, luminescence. 330,000 compounds, 0.32% hits. AID 2521;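 active = inhibition above about 40% at 20 µM, limit read from the data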;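 also: cells challenged with 10 nM apelin-13 agonist together with compound; plate controls were apelin-13 plus DMSO wells for no effect and DMSO wells lacking apelin-13 for full effect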
An asterisk follows results filed as active.

Start of the data: the first six entries (preview)
CCCCSc1nc2sc3c(c2c(=O)[nH]1)CC(C)(CC)OC3 (centres undefined) was read as NLRP3 yeast inh 3, NR3A LBD binder 0, beta cell repl -2, MPTP block 0.3, tim23-1 inh 11, APJ ag 1, tim10-1 inh 3, TIM10 inh -4 and APJ antag 18.
`C(=N\N1CCOCC1)/c1nc(-c2ccccc2)n2ccccc12` gave NLRP3 yeast inh -8, NR3A LBD binder 0, beta cell repl -1, MPTP block 2.1, tim23-1 inh 10, APJ ag -2, tim10-1 inh 13, TIM10 inh 23 and APJ antag 7.
Screening CCCC[C@H]1COCCS(=O)(=O)N1Cc1ccc(Br)cc1 returned NLRP3 yeast inh 29, NR3A LBD binder -13, beta cell repl -3, MPTP block 1.7, tim23-1 inh 39, APJ ag 3, tim10-1 inh 3, TIM10 inh 12 and APJ antag 5.
For Cn1cc(S(=O)(=O)Nc2cccc(F)c2)c(=O)n(C)c1=O the results were NLRP3 yeast inh 0, NR3A LBD binder 5, beta cell repl -2, MPTP block 1.7, tim23-1 inh 19, APJ ag 9, tim10-1 inh 13, TIM10 inh -5 and APJ antag -14.
For CC(=O)c1cnc(Nc2ccccc2)s1 the results were NLRP3 yeast inh 27, NR3A LBD binder 1, beta cell repl 1, MPTP block -0.6, tim23-1 inh -5, APJ ag -3, tim10-1 inh -13, TIM10 inh 1 and APJ antag -4.
`CCCC(=O)Nc1cc(-c2nc3ncccc3o2)ccc1C` gave NLRP3 yeast inh 13, NR3A LBD binder -1, beta cell repl -4, MPTP block -4.6, tim23-1 inh 12, APJ ag -2, tim10-1 inh 9, TIM10 inh 2 and APJ antag 10.

The listing, repeating the preview:
CCCCSc1nc2sc3c(c2c(=O)[nH]1)CC(C)(CC)OC3 (centres undefined) was read as NLRP3 yeast inh 3, NR3A LBD binder 0, beta cell repl -2, MPTP block 0.3, tim23-1 inh 11, APJ ag 1, tim10-1 inh 3, TIM10 inh -4 and APJ antag 18.
`C(=N\N1CCOCC1)/c1nc(-c2ccccc2)n2ccccc12` gave NLRP3 yeast inh -8, NR3A LBD binder 0, beta cell repl -1, MPTP block 2.1, tim23-1 inh 10, APJ ag -2, tim10-1 inh 13, TIM10 inh 23 and APJ antag 7.
Screening CCCC[C@H]1COCCS(=O)(=O)N1Cc1ccc(Br)cc1 returned NLRP3 yeast inh 29, NR3A LBD binder -13, beta cell repl -3, MPTP block 1.7, tim23-1 inh 39, APJ ag 3, tim10-1 inh 3, TIM10 inh 12 and APJ antag 5.
For Cn1cc(S(=O)(=O)Nc2cccc(F)c2)c(=O)n(C)c1=O the results were NLRP3 yeast inh 0, NR3A LBD binder 5, beta cell repl -2, MPTP block 1.7, tim23-1 inh 19, APJ ag 9, tim10-1 inh 13, TIM10 inh -5 and APJ antag -14.
For CC(=O)c1cnc(Nc2ccccc2)s1 the results were NLRP3 yeast inh 27, NR3A LBD binder 1, beta cell repl 1, MPTP block -0.6, tim23-1 inh -5, APJ ag -3, tim10-1 inh -13, TIM10 inh 1 and APJ antag -4.
`CCCC(=O)Nc1cc(-c2nc3ncccc3o2)ccc1C` gave NLRP3 yeast inh 13, NR3A LBD binder -1, beta cell repl -4, MPTP block -4.6, tim23-1 inh 12, APJ ag -2, tim10-1 inh 9, TIM10 inh 2 and APJ antag 10.
`O=C(Cn1cnc(S(=O)(=O)N2CCCCC2)c1)N1CCN(c2ccc([N+](=O)[O-])cc2)CC1` gave NLRP3 yeast inh 9, NR3A LBD binder -2, beta cell repl -2, MPTP block -2.3, tim23-1 inh 10, APJ ag 7, tim10-1 inh 5, TIM10 inh 7 and APJ antag -8.
`O=C1c2ccccc2C(Nc2ccc3c(c2)OCCO3)N1Cc1ccc2c(c1)OCO2` (centres undefined) gave NLRP3 yeast inh 2, NR3A LBD binder -2, beta cell repl 5, MPTP block -0.3, tim23-1 inh 33, APJ ag 0, tim10-1 inh 29, TIM10 inh 13 and APJ antag 20.
For O=C(C[n+]1ccccc1)c1ccc(-c2ccccc2)cc1 the results were NLRP3 yeast inh 26, NR3A LBD binder 1, beta cell repl 1, MPTP block 0.7, tim23-1 inh -160, APJ ag 0, tim10-1 inh -74, TIM10 inh -203 and APJ antag -12.
For COc1ccc(C(=O)Cn2nnc(-c3ccccc3NC(=O)C(F)(F)F)n2)cc1 the results were NLRP3 yeast inh 8, NR3A LBD binder -5, beta cell repl -2, MPTP block -1.7, tim23-1 inh 8, APJ ag 2, tim10-1 inh 12, TIM10 inh 13 and APJ antag 0.
CCOC(=O)c1cnc2ccc(OC)cc2c1Nc1ccc2c(c1)OCCO2 was read as NLRP3 yeast inh 22, NR3A LBD binder 2, beta cell repl -3, MPTP block 4.3, tim23-1 inh 48, APJ ag 0, tim10-1 inh 56*, TIM10 inh 43* and APJ antag 7.
CN(C)c1ccc(NC(=O)Nc2ccc3snnc3c2)cc1 was read as NLRP3 yeast inh 1, NR3A LBD binder 36*, beta cell repl -1, MPTP block 1.6, tim23-1 inh -4, APJ ag -2, tim10-1 inh -1, TIM10 inh -15 and APJ antag -13.
`Cc1ccc(NC(=S)N2CCN(C(=O)C3CCCO3)CC2)cc1` (centres undefined) gave NLRP3 yeast inh 20, NR3A LBD binder -2, beta cell repl 0, MPTP block 0.2, tim23-1 inh 6, APJ ag -3, tim10-1 inh 5, TIM10 inh 9 and APJ antag 4.
Screening S=C(NCCCN1CCOCC1)N(Cc1ccccc1)Cc1ccccc1 returned NLRP3 yeast inh 13, NR3A LBD binder -1, beta cell repl 1, MPTP block 0.0, tim23-1 inh -4, APJ ag 0, tim10-1 inh 17, TIM10 inh 10 and APJ antag 20.
For CC(C)(C)C(=O)CNS(=O)(=O)c1ccc(S(=O)(=O)NC2CC2)cc1 the results were NLRP3 yeast inh 13, NR3A LBD binder 2, beta cell repl -4, MPTP block -0.4, tim23-1 inh 4, APJ ag 4, tim10-1 inh -16, TIM10 inh 8 and APJ antag -9.
`CC1CCC(Nc2nnnn2-c2ccccc2)CC1` (centres undefined) gave NLRP3 yeast inh 9, NR3A LBD binder 0, beta cell repl -3, MPTP block 11, tim23-1 inh 11, APJ ag 2, tim10-1 inh -8, TIM10 inh -9 and APJ antag 4.
Screening O=C(NC12CC3CC(CC(C3)C1)C2)C1CC(=O)N(c2ccccc2)C1 (centres undefined) returned NLRP3 yeast inh 16, NR3A LBD binder -2, beta cell repl 1, MPTP block -2.1, tim23-1 inh 27, APJ ag -2, tim10-1 inh 24, TIM10 inh 1 and APJ antag -3.
For C#CCn1c(=NC(=O)c2ccc(S(=O)(=O)N3CCCc4ccccc43)cc2)sc2cc(S(N)(=O)=O)ccc21 the results were NLRP3 yeast inh 8, NR3A LBD binder 19*, beta cell repl 0, MPTP block -0.4, tim23-1 inh 19, APJ ag -2, tim10-1 inh 14, TIM10 inh 19 and APJ antag 3.
For Cc1nc2nc(SCC(=O)N3CCOCC3)nn2c(C)c1Cc1c(F)cccc1Cl the results were NLRP3 yeast inh 1, NR3A LBD binder 0, beta cell repl 1, MPTP block -0.9, tim23-1 inh -1, APJ ag 3, tim10-1 inh 2, TIM10 inh -2 and APJ antag 0.
`C=CCOC(=O)C1=C(C)N(C)C(=O)NC1c1cc2c(cc1Br)OCO2` (centres undefined) gave NLRP3 yeast inh 9, NR3A LBD binder -1, beta cell repl 0, MPTP block -0.1, tim23-1 inh 2, APJ ag -5, tim10-1 inh 8, TIM10 inh -2 and APJ antag 13.
COc1ccccc1NC(=O)CSc1nnc(C)s1 was read as NLRP3 yeast inh 9, NR3A LBD binder -1, beta cell repl 0, MPTP block -2.4, tim23-1 inh 16, APJ ag -4, tim10-1 inh 16, TIM10 inh 0 and APJ antag -4.
`CCOc1ccccc1N1CCN(C(=O)C2CSC3(C)CCC(=O)N23)CC1` (centres undefined) gave NLRP3 yeast inh -1, NR3A LBD binder 1, beta cell repl -2, MPTP block 0.1, tim23-1 inh -9, APJ ag -2, tim10-1 inh 9, TIM10 inh 6 and APJ antag 19.
COc1cc(CN(C)Cc2cc(=O)n3ccsc3n2)ccc1OC(F)F was read as NLRP3 yeast inh 13, NR3A LBD binder 0, beta cell repl -1, MPTP block 3.3, tim23-1 inh 5, APJ ag 1, tim10-1 inh -20, TIM10 inh -16 and APJ antag 11.
CCOc1cc(/C=C/c2nc3ccccc3c(=O)[nH]2)ccc1O was read as NLRP3 yeast inh 10, NR3A LBD binder 1, beta cell repl -5, MPTP block 0.8, tim23-1 inh -14, APJ ag -6, tim10-1 inh 14, TIM10 inh 1 and APJ antag 6.
CCOc1ccccc1C(=O)OCC(=O)NCc1ccc2c(c1)OCO2 was read as NLRP3 yeast inh 10, NR3A LBD binder 0, beta cell repl -4, MPTP block 1.5, tim23-1 inh 15, APJ ag -1, tim10-1 inh 22, TIM10 inh -8 and APJ antag 4.
Screening COc1ccc(-n2c(=S)[nH]c3ccccc3c2=S)cc1 returned NLRP3 yeast inh -9, NR3A LBD binder 0, beta cell repl -1, MPTP block -0.8, tim23-1 inh 16, APJ ag -7, tim10-1 inh 6, TIM10 inh 26 and APJ antag 12.
COc1ccccc1-c1cn[nH]c1-c1ccc(OCC(=O)NN)cc1O was read as NLRP3 yeast inh 7, NR3A LBD binder 7, beta cell repl -3, MPTP block -0.2, tim23-1 inh 14, APJ ag -1, tim10-1 inh 14, TIM10 inh 9 and APJ antag 5.
`CCN(CC)C(=O)[C@H]1CC(CC(=O)NCC23CC4CC(CC(C4)C2)C3)C(=O)N2CCc3c([nH]c4ccc(OC)cc34)[C@]12C` (some centres undefined) gave NR3A LBD binder 1, MPTP block -1.3, tim23-1 inh 43, tim10-1 inh 22 and TIM10 inh 1.
Screening CCC(c1nnnn1C(C)(C)C)N1CCN(c2cc(Cl)ccc2C)CC1 (centres undefined) returned NLRP3 yeast inh 22, NR3A LBD binder 4, beta cell repl -3, MPTP block 1.4, tim23-1 inh 36, APJ ag -1, tim10-1 inh 32, TIM10 inh 7 and APJ antag 0.
`Cc1nc(SCc2ccccc2)c([N+](=O)[O-])[nH]1` gave NLRP3 yeast inh 10, NR3A LBD binder -1, beta cell repl -1, MPTP block -1.2, tim23-1 inh -2, APJ ag -3, tim10-1 inh -2, TIM10 inh 4 and APJ antag 8.
`CC(=O)c1ccccc1NC(=O)CSc1nnc(Cc2csc(C)n2)o1` gave NLRP3 yeast inh -9, NR3A LBD binder 1, beta cell repl 0, MPTP block 0.2, tim23-1 inh 10, APJ ag -1, tim10-1 inh 22, TIM10 inh 5 and APJ antag 3.
`O=C(NCc1cccs1)C1CCC(CNS(=O)(=O)c2ccc(Br)s2)CC1` (centres undefined) gave NLRP3 yeast inh 5, NR3A LBD binder 0, beta cell repl 0, MPTP block 0.7, tim23-1 inh 12, APJ ag -3, tim10-1 inh 8, TIM10 inh 4 and APJ antag 21.
For Cc1ccc(S(=O)(=O)N/N=C\c2cc([N+](=O)[O-])ccc2Cl)cc1 the results were NLRP3 yeast inh 10, NR3A LBD binder -10, beta cell repl -3, MPTP block 4.5, tim23-1 inh 37, APJ ag -10, tim10-1 inh 46*, TIM10 inh 22 and APJ antag 21.
For Cc1nc(NC(=S)NC(=O)c2cncc(Br)c2)ccc1Br the results were NLRP3 yeast inh 9, NR3A LBD binder -7, beta cell repl -3, MPTP block 1.2, tim23-1 inh -7, APJ ag -2, tim10-1 inh 5, TIM10 inh 20 and APJ antag 5.

High-throughput results from PubChem BioAssay.
